Screening data from PubChem BioAssay.
IDE inh: inhibits human insulin-degrading enzyme in HEK cells. AID 434962. FAbetaB cleavage, fluorescence polarization. inhibition, % at 5.59 µM. P14735. hit rate 0.41% among 320,000;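 active = percent inhibition above the average of all tested compounds plus 3 SD, set per screening campaign, cut at about 16% in these data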;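 note: IDE supplied by intact live HEK cells; FP after avidin binding of uncleaved biotin substrate so inhibition keeps polarization high; 0% = DMSO wells and 100% = 60 µM reference IDE inhibitor Ii1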
p-CIP stab down: p/CIP protein destabilization; Q05BA5; F442A p/CIP-EGFP cells, EGFP fluorescence, 16 h; AID 1984; decrease of EGFP signal, % at 10 µM; hit rate 0.01% among 290,000;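 active = EGFP signal decrease of at least 30% at 10 µM or well 3 SD below plate mean, unless failing retest; inactive = the rest, including hits failing retest or dose response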; note: some compounds called inactive have numbers as strong as hits; many of its hits are not listed in these tables
Target sequence (Q05BA5 1-1403): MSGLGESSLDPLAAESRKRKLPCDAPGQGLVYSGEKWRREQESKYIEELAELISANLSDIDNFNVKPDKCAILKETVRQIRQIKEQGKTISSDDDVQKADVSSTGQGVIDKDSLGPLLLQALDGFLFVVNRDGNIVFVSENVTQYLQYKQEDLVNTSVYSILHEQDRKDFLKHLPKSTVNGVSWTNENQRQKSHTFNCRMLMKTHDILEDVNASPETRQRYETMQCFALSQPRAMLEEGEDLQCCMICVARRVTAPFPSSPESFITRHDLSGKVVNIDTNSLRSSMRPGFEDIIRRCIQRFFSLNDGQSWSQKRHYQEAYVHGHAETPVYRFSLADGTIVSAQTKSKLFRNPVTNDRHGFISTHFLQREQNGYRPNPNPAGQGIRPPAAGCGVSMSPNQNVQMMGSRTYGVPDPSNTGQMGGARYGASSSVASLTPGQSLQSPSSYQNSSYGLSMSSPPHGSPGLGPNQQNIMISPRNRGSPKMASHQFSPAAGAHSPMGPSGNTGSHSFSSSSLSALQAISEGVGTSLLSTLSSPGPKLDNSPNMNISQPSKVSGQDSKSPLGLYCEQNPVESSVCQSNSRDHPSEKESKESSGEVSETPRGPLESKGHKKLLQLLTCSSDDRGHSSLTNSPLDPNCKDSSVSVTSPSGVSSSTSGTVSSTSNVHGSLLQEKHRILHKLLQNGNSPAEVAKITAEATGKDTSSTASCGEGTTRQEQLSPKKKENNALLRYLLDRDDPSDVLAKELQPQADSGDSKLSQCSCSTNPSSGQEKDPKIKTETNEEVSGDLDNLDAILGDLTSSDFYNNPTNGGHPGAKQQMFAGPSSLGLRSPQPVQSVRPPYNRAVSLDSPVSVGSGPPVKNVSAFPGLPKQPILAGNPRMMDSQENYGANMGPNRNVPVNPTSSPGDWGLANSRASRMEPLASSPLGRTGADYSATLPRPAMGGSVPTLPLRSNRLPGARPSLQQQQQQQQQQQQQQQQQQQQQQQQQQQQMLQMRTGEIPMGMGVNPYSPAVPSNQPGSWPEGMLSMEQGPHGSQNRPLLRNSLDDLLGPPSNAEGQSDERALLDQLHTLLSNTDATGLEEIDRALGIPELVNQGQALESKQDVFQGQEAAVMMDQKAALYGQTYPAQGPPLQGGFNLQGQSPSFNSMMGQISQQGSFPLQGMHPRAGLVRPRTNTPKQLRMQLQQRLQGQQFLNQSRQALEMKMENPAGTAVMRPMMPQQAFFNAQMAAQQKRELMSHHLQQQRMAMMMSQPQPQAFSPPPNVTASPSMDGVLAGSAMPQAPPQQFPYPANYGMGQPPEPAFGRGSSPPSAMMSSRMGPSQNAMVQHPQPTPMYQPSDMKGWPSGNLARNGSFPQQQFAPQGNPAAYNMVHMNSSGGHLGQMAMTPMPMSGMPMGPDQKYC
VIM-2 inhibitor: inhibitors of Pseudomonas aeruginosa VIM-2 metallo-beta-lactamase | inhibition, % at 5.6 µM | purified VIM-2, nitrocefin hydrolysis, epi-absorbance fluorescence | AID 1527 | hit rate 0.89% among 290,000;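 active = inhibition above the mean of all tested compounds plus 3 SD, cutoff set per screening run, cut at about 7.5% in these data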;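 note: red hydrolysis product quenches plate fluorescence so inhibitors raise well fluorescence; 0% = enzyme with DMSO and 100% = DMSO without enzyme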
NS3 helicase inh: blocks Hepatitis C virus NS3 helicase unwinding; hit rate 0.56% among 290,000; inhibition, % at 10.9 µM; NS3 helicase DNA unwinding, Cy5 molecular beacon fluorescence; AID 1800;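 active = inhibition above the mean of all tested compounds plus 3 SD, set per campaign, cut at about 35% in these data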;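 note: 0% = DMSO wells and 100% = thioflavine S control wells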
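Assay system – hepatitis C virus NS3 helicase domain fragment enzyme · Buffer or medium – MOPS pH 6.5, MgCl2, DTT, Tween20, BSA · Reagent – Cy5/quencher beacon DNA duplex and ATP to start · Compound – single 10.9 µM dose · Timing – 1 h at 25 °C · Technique – Cy5 beacon fluorescence read at start and 1 h · Measure – % inhibition of unwinding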
FID counter: displaces DNA intercalator in HCV helicase counter-screen. DNA fluorescent intercalator displacement, fluorescence. inhibition, % at 7.9 µM. hit rate 0.17% among 290,000. AID 1845; in the data active = inhibition above about 37%;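 note: 0% = vehicle and 100% = reference compound; higher means more ethidium bromide displaced from hairpin DNA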
IMP-1 inh: blocks Pseudomonas aeruginosa IMP-1 metallo-beta-lactamase; purified IMP-1, nitrocefin hydrolysis, epi-absorbance fluorescence; inhibition, % at 5.6 µM; hit rate 0.45% among 290,000; AID 1556;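 active = inhibition above the mean plus 3 SD of all compounds in the same screening run, cut at about 4.5% in these data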;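 note: 0% = IMP-1 with DMSO and 100% = DMSO wells lacking enzyme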
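System: Purified recombinant IMP-1 metallo-beta-lactamase enzyme | Measured by: Fluorescence quenching readout, ex 480/em 530 nm | Replication: Singlicate | Incubation: 15 min preincubation plus 25 min reaction at 25 °C | Evaluation: Percent inhibition from optical density relative to buffer-blank wells | Benchmarks: DMSO with and without IMP-1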
IDE cell activ: activators of human insulin-degrading enzyme in cells; AID 493087; P14735; HEK cells, FAbeta-B cleavage, fluorescence polarization; 0% vehicle, 100% cell-free pure enzyme wells; activation, % at 5.96 µM; hit rate 0.073% among 340,000;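 active = activation above the mean of all tested compounds plus 3 SD, set per screening campaign, cut at about 17% in these data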
M18AAP inhibitor: PfM18AAP enzyme inhibition. recombinant PfM18AAP, H-Glu-NHMec fluorogenic cleavage. inhibition, % at 7.35 µM. hit rate 1.2% among 290,000. AID 1822;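 active = inhibition above the campaign mean inhibition over all tested compounds plus 3 SD, cut at about 28% in these data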;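 note: 0% = plate median of test compound wells and 100% = 2 mM ZnCl2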
SUMO HTRF inh: blocks human SUMOylation mediated by UBC9; HTRF SUMOylation assay, SAE1/SAE2 + UBC9, in vitro; inhibition, % at 35 µM; hit rate 0.36% among 290,000; in the data active = inhibition above about 50%, passing the limit was not always enough; note: strong numbers were not always called active
Starred values were filed as active, the others as inactive; · = not tested or not shown. Not a hit list. About 3.6% of those tested had a hit in this group.

(1) CC(=O)Nc1ccc(-c2nn[nH]n2)cc1
(2) Cc1c(NC(=O)CSc2ccccc2F)c(=O)n(-c2ccccc2)n1C
(3) Nc1c(C(=O)OCC(=O)Nc2ccc(Cl)cc2[N+](=O)[O-])[nH]c(=O)[nH]c1=O
(4) NC(=S)N/N=C1\CC(n2nnn(-c3cccc(Cl)c3)c2=S)C2COC1O2 (stereo unspecified)
(5) O=C(Nc1ccccc1Cc1ccccc1)C1CC(=O)N(c2ccc3c(c2)OCCO3)C1 (stereo unspecified)
(6) O=C(C1=C[C@H](c2csc3ccccc23)C[C@H](OCCCCO)O1)N1CCN(Cc2ccc3c(c2)OCO3)CC1
(7) CCOC(=O)c1c(C)n(C)c2ccc(OCC(O)CNCCc3ccccc3)cc12 (stereo unspecified)
(8) S=C(Nc1cccnc1)NC1CC2CCC1C2 (stereo unspecified)
(9) COCCCn1nnnc1SCC(=O)N1CCCC1
(10) COCCCN1C(=O)N(c2ccccc2)C(=O)C1CC(=O)Nc1ccc(F)cc1 (stereo unspecified)
Assay by compound	1	2	3	4	5	6	7	8	9	10
IDE inh	-5	0	5	11	-3	4	-1	-3	-8	3
p-CIP stab down	-7	4	-3	-7	4	-19	0	10	-10	0
VIM-2 inhibitor	-2.8	-3.6	2.1	-4.0	-1.2	-1.3	9.7*	-0.1	-1.0	-1.4
NS3 helicase inh	1	1	-8	6	3	-28	-60	3	-4	4
FID counter	3	-9	1	-9	-6	-24	28	-6	-4	-7
IMP-1 inh	-3.1	-3.2	-1.9	-5.1	-3.3	-2.7	1.9	-0.6	-2.1	-0.3
IDE cell activ	7	6	5	-1	3	-3	1	2	3	0
M18AAP inhibitor	6	-7	4	13	-1	-9	1	-5	-1	-19
SUMO HTRF inh	6	7	-3	7	26	5	-14	6	0	11

Next section; the last 4 above are carried over.
(7) CCOC(=O)c1c(C)n(C)c2ccc(OCC(O)CNCCc3ccccc3)cc12 (stereo unspecified)
(8) S=C(Nc1cccnc1)NC1CC2CCC1C2 (stereo unspecified)
(9) COCCCn1nnnc1SCC(=O)N1CCCC1
(10) COCCCN1C(=O)N(c2ccccc2)C(=O)C1CC(=O)Nc1ccc(F)cc1 (stereo unspecified)
(11) CCC(=O)NC(C)C(c1cccs1)N1CCOCC1 (stereo unspecified)
(12) COc1cc2ccccc2cc1C(=O)NC(=S)Nc1cccc(C(=O)O)c1
(13) CCO[C@H]1OC(C(=O)Nc2ccccc2)=C[C@@H](c2coc3ccccc3c2=O)[C@@H]1CCCO
(14) CCCCNc1nc2c(c(=O)n(Cc3ccccc3)c(=O)n2C)n1C
(15) COc1cc(NC(=O)C2CCN(c3cnccn3)CC2)cc(OC)c1
(16) C/C(=N\NC(=O)c1cccc(F)c1)c1cccc(NC(=O)c2ccc(F)cc2)c1
(17) COc1ccc(CCNC(=O)c2ccc(CNS(=O)(=O)c3cc(C)ccc3C)cc2)cc1OC
(18) CN(C)S(=O)(=O)c1cccc(NC(=O)c2cccc(NS(=O)(=O)c3ccccc3)c2)c1
(19) O=C(CCc1nnc(CCC2CCCCC2)o1)NCCc1cccnc1
(20) C=CCSc1n[nH]c(-c2ccc(OCCCC)cc2)n1
Assay by compound	7	8	9	10	11	12	13	14	15	16	17	18	19	20
IDE inh	-1	-3	-8	3	-2	7	-4	0	8	8	3	-5	1	-1
p-CIP stab down	0	10	-10	0	·	20	-6	-6	12	-3	8	-24	-23	-7
VIM-2 inhibitor	9.7*	-0.1	-1.0	-1.4	-2.6	-1.9	-0.7	-1.0	-0.8	-1.7	-2.7	-0.4	-4.0	-2.0
NS3 helicase inh	-60	3	-4	4	7	20	-5	-3	6	-1	0	-15	5	-11
FID counter	28	-6	-4	-7	2	-29	-40	-20	-18	14	-40	-15	-28	-4
IMP-1 inh	1.9	-0.6	-2.1	-0.3	-3.5	-1.7	-0.7	-5.8	-3.0	-2.3	0.8	-1.4	-3.3	-2.3
IDE cell activ	1	2	3	0	-3	·	2	0	4	-1	-4	-1	7	6
M18AAP inhibitor	1	-5	-1	-19	-1	5	-10	4	-3	5	3	0	-2	4
SUMO HTRF inh	-14	6	0	11	·	31	12	-25	2	2	8	14	-1	4

(21) NCCc1c(C(=O)O)[nH]c2ccc([N+](=O)[O-])cc12
(22) Cc1cccc2cc(C#N)c(SCC(=O)NCc3cccs3)nc12
(23) O=C(NCCNC(=O)c1cc(Cl)ccc1Cl)c1cnccn1
(24) Cc1ccc(NC(=O)NC2(C(=O)NCc3ccco3)CCCCC2)cc1
(25) CC1(C)CC(=O)C=C(Nc2ccccc2C#N)C1
(26) O=C(NC1CCCCC1)N1CCN(S(=O)(=O)c2ccc(F)cc2)CC1
(27) Cc1ccc(C(=O)N(C)c2nnc(-c3ccncc3)s2)cc1
(28) Cc1cc(Nc2ccc(Br)cc2)nc(-c2ccccc2O)n1
(29) CCOc1ccc(NS(=O)(=O)c2ccc3c(c2)CCN3C(=O)CCC(=O)O)cc1
(30) Cc1cccc(S(=O)(=O)Nc2ccc3c(c2)OCCO3)c1
Assay by compound	21	22	23	24	25	26	27	28	29	30
IDE inh	-1	1	1	-3	2	5	0	-15	1	5
p-CIP stab down	-11	-25	-2	-7	3	-9	-12	-2	-3	7
VIM-2 inhibitor	-3.1	-1.2	-3.1	-0.6	-1.8	-1.4	-1.6	0.0	2.1	-0.7
NS3 helicase inh	0	-2	4	0	-2	-13	9	-25	7	3
FID counter	1	-2	-5	-2	3	-8	-9	14	-28	-2
IMP-1 inh	-2.0	-1.1	-4.5	-4.8	-1.8	0.9	-3.9	-0.3	-3.4	-1.1
IDE cell activ	3	-3	4	5	7	2	-3	0	7	0
M18AAP inhibitor	-6	-2	-11	-1	5	-13	-13	-9	8	14
SUMO HTRF inh	21	-9	16	26	10	-4	10	24	-2	5

(31) O=C1c2cccc3cccc(c23)N1CN1CCN(c2ccccn2)CC1
(32) CCCCn1c(SCC(=O)NC(C)(C)C)nnc1-c1ccco1
(33) O=C(CN(c1cccc([N+](=O)[O-])c1)S(=O)(=O)c1ccccc1)NCc1ccccc1
(34) O=C1OC(c2ccc(Cl)cc2)=N/C1=C\C=C\c1ccco1
(35) O=C1N(Cc2cccc(Cl)c2)C[C@@H]2C[C@@H](c3ccco3)N3CCC[C@@]123
(36) CC(=O)Nc1cc(C(=O)N2CCCC2)ccc1Sc1ccc(C)cc1
(37) COc1ccc(Oc2nc(OC)cc(OC)n2)cc1
(38) Cc1ccccc1C(=O)NC1CCN(C(=O)N2CCOCC2)CC1
(39) Cc1ccc2c(c1)COc1c3ccc(C(=O)NC(C)C)cc3nn1-2
(40) COC(=O)c1[nH]c2ccc(F)cc2c1NS(=O)(=O)c1ccc(OC)cc1OC
Assay by compound	31	32	33	34	35	36	37	38	39	40
IDE inh	4	-2	-3	1	-2	-3	-3	1	-3	7
p-CIP stab down	-4	4	-24	20	-7	-5	10	-12	-8	-4
VIM-2 inhibitor	-1.4	-1.5	-3.3	-1.7	-6.9	-2.8	-1.9	-3.0	·	-3.7
NS3 helicase inh	0	2	-1	33	2	1	8	-10	·	-10
FID counter	-4	-17	-4	-25	-10	-24	-4	-5	·	12
IMP-1 inh	-2.3	-3.3	-2.9	-2.4	-2.8	-4.9	-1.4	-0.5	·	3.2
IDE cell activ	2	8	-1	-2	9	0	-3	8	-6	1
M18AAP inhibitor	-1	1	1	2	7	1	-13	-3	·	3
SUMO HTRF inh	30	5	12	13	3	-8	-3	-4	24	-14

(41) N#Cc1nc(COc2cccc(Cl)c2)oc1N1CCN(c2ccccc2)CC1
(42) CCCC1(c2ccccc2)NC(=O)N(CC(=O)Nc2cc(S(=O)(=O)N3CCOCC3)ccc2Cl)C1=O (stereo unspecified)
(43) COC(=O)c1c(NC(=O)/C=C/c2ccco2)sc2c1CCC2
(44) COC(=O)c1ccc(C)c(NC(=O)CCSc2ccc(C)cc2)c1
(45) Cc1ccc(C)n1NC(=O)c1cccc(Cl)c1
(46) COc1ccccc1CCn1c(N)cc(=O)[nH]c1=O
(47) Cc1ccc(/C([O-])=C(/C(=S)NCc2ccccc2)[n+]2ccccc2)cc1[N+](=O)[O-]
(48) CC(C)(C)C(=O)CN1C(=O)NC2(CCCc3ccccc32)C1=O (stereo unspecified)
(49) Cc1cccc(-n2c(N)c(C(=O)NCCN3CCOCC3)c3nc4ccccc4nc32)c1
(50) COc1ccc(NC(=O)COC(=O)c2ccc(OCc3ccccc3Cl)c(OC)c2)c(OC)c1
Assay by compound	41	42	43	44	45	46	47	48	49	50
IDE inh	5	-5	-2	10	1	0	-3	0	3	-4
p-CIP stab down	-5	-29	-6	9	-1	-15	16	3	1	5
VIM-2 inhibitor	-1.6	-3.5	-3.2	-1.0	-0.7	-1.6	-2.7	-0.5	7.6	-1.1
NS3 helicase inh	-6	-10	7	-23	6	-2	7	5	-22	-1
FID counter	-12	-29	3	-15	-9	-12	0	-6	-5	4
IMP-1 inh	-1.7	-3.5	-5.7	-4.9	-2.6	-3.2	-3.3	-1.3	-2.5	-2.9
IDE cell activ	5	0	5	-2	1	-1	-1	0	·	3
M18AAP inhibitor	1	-3	-3	-8	14	7	3	-2	9	2
SUMO HTRF inh	-4	-18	26	-23	5	0	-6	-3	17	14

(51) O=S(=O)(c1cccc2cccnc12)N1CCN(Cc2ccc3c(c2)OCO3)CC1
(52) N#Cc1c2n(c3c(=O)n(Cc4ccccc4Cl)cnc13)CCCC2
(53) Cc1ccc(NC(=O)c2sc(Cl)nc2-c2ccccc2)cc1
(54) COCCn1c(=NC(=O)CN2C(=O)CCC2=O)sc2cc(S(N)(=O)=O)ccc21
(55) CCN(/C=N/c1sc2c(c1C#N)CCCCC2)CC
(56) COc1ccc(Cl)cc1N(CC(=O)N/N=C/c1ccc(OCC(N)=O)cc1)S(C)(=O)=O
(57) CCOC(=O)Cn1ccc(NC(=O)COc2ccc(F)cc2)n1
(58) CCCn1c(SCC(=O)Nc2nnc(CC)s2)nnc1-c1ccncc1
(59) CC(=O)Nc1ccc(S(=O)(=O)N2CCCC2C(=O)Nc2ccc(F)cc2)cc1 (stereo unspecified)
Assay by compound	51	52	53	54	55	56	57	58	59
IDE inh	6	-2	-1	-1	4	7	-1	3	-1
p-CIP stab down	-6	-8	0	2	-9	4	-12	-24	3
VIM-2 inhibitor	-2.3	2.4	-0.7	-1.8	-1.5	-2.3	-1.3	0.8	-2.2
NS3 helicase inh	4	9	-3	8	7	6	0	-2	-2
FID counter	-11	3	-9	1	-10	-23	-7	-21	-3
IMP-1 inh	-3.1	1.8	-4.1	-1.3	-2.0	-2.1	-1.3	-2.3	-2.6
IDE cell activ	2	-3	3	6	4	4	1	3	-2
M18AAP inhibitor	-2	-2	0	-3	-1	-6	2	-3	4
SUMO HTRF inh	13	14	2	1	-23	-2	1	-2	-14
